Assay outcomes from PubChem BioAssay.
PvdQ inh: P. aeruginosa PvdQ acylase inhibitors, primary screen, biochemical, fluorescence, plate reader and imaging, single point; PvdQ acylase [Pseudomonas aeruginosa LESB58]; purified PvdQ acylase; inhibition, % at 10 µM; hit rate 0.063% among 340,000; in the data active = inhibition above about 30%, passing the limit was not always enough; inconclusive = no clear call, values can overlap the other calls;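 note: 0% = vehicle neutral wells and 100% = reference inhibitor wells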
PKA-R2B act: activators of PKA-R2B holoenzyme, primary screen, biochemical, fluorescence polarization, Cy5-IP20, human. PKA-R2B holoenzyme dissociation; R2B truncated from residue 108, S112A mutant; 0% DMSO only, 100% 113 µM cGMP. activation, % at 11.4 µM. hit rate 0.079% among 340,000;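 active = activation above a cutoff set at the mean over all compounds plus 3 SD, cut at about 18% in these data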;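 note: higher means more holoenzyme dissociation and a rise in polarization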
Target sequence (P31323 whole entry, looked up, other chains not shown, the tested form may be a part): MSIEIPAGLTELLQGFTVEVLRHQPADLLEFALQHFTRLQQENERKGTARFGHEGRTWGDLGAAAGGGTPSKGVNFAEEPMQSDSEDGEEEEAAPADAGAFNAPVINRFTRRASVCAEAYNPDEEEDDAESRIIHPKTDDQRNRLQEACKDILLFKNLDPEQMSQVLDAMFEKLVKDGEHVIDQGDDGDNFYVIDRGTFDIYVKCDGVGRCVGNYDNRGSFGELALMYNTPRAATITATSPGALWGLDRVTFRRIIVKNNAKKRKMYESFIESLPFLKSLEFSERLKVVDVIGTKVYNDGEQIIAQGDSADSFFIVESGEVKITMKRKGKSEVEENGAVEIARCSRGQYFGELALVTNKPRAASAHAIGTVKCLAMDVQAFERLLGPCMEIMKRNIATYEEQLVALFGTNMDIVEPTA
SR-BI uptake up: activators of SR-BI mediated DiI-HDL uptake, primary screen, ldlA[mSR-BI] CHO cells, DiI fluorescence | 3 h; 100 = double the neutral-control signal | activation, % at 12.5 µM | hit rate 0.096% among 320,000 | AID 504775, 2011;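 active = mean replicate activation of at least 60% and every replicate at or above 60%; inconclusive = mean or all-replicate condition met, but not both; inactive = mean below 60% and not all replicates reaching 60%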;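 note: 0% = median plate neutral-control signal and 100% = twice that signal; values of inactives mirror those of a sister screen read the other way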
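Test system: SR-BI-overexpressing, LDLR-lacking CHO cells. Measured by: DiI fluorescence, bottom read. Medium: Ham's F12 with 0.5% BSA, HEPES 25 mM, pH 7.4. Timing: 3 h uptake period with compound, 37 °C.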
NSD2 inh: NSD2 histone methyltransferase inhibitors, primary screen, biochemical, AlphaScreen, single concentration, set 2; Histone-lysine N-methyltransferase NSD2 (Homo sapiens), O96028; NSD2 peptide methylation, 120 min; inhibition, % at 12.5 µM; hit rate 0.54% among 310,000; AID 743445, 2014; in the data active = inhibition above about 50%
Keap1 Nrf2 FP: Keap1-Nrf2 protein-protein interaction inhibitors, primary screen, biochemical, fluorescence polarization, single point; Kelch-like ECH-associated protein 1 (Homo sapiens), Q14145; Keap1 Kelch-Nrf2 peptide fluorescence polarization, 1536-well; inhibition, % at 9.4 µM; hit rate 0.15% among 340,000; in the data active = inhibition above about 12%; inconclusive = no clear call, values can overlap the other calls; inactive = below about 7.3%;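 note: human Keap1 Kelch domain with fluorescein labeled Nrf2 9mer peptide probe; 0% = neutral control wells and 100% = peptide positive control; higher means more block of Keap1 binding to Nrf2 peptide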
Arrestin-AP2 inh: inhibitors of beta-arrestin/AP2 binding, primary screen, biochemical, GPCR trafficking, flow cytometry | beta-arrestin 1 C-terminal peptide binding to AP2 beta2-adaptin appendage (human) | FITC-arrestin peptide / GST-AP2 beads; AP2 beta2 appendage carries R879A mutation | inhibition, % at 10 µM | hit rate 0.31% among 340,000;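 active = inhibition above a set limit, near 3 SD of compounds lacking own fluorescence, cut at about 54% in these data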;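 note: plate controls were DMSO wells for no effect and 5 µM unlabelled arrestin peptide for full effect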
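test system = AP2 appendage R879A on GSH beads | buffer or medium = PBS plus Tween 20 (0.05%) and BSA (0.1%) | incubation = 12 min plus 1 h, RT | detection = bead flow cytometry, FITC channel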
DAGLB inhibitor: DAGLB lipase inhibitors, primary screen, biochemical, fluorescence, HTS; Diacylglycerol lipase-beta (Homo sapiens), Q8NCG7; HEK293T DAGLB membrane lysate, EnzChek fluorogenic substrate; inhibition, % at 5.17 µM; hit rate 0.059% among 340,000; AID 504411, 2011; in the data active = inhibition above about 34%;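 note: 0% = enzyme with vehicle and 100% = wells lacking enzyme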
C-LANA FP: inhibitors of KSHV C-LANA binding to DNA, primary screen, biochemical, fluorescence polarization, FAM-LBS DNA, MBP-C-LANA, single point; inhibition, % at 9 µM; hit rate 0.078% among 340,000; AID 504423, 2011;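 active = highest replicate inhibition at or above 60% at 9 µM, even if other replicates fall short; inactive = all replicates below 60% inhibition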;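 note: 0% = neutral control wells and 100% = 4 µM acridine orange control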
SR-BI HDL uptake: inhibitors of SR-BI mediated HDL lipid uptake, primary screen, ldlA[mSR-BI] cells, fluorescence, single point; ldlA[mSR-BI] CHO cells, DiI-HDL uptake fluorescence, 3 h; Scavenger receptor class B member 1 (Mus musculus), Q61009; hit rate 0.96% among 320,000; inhibition, % at 12.5 µM; AID 488896, 2010;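 active = mean replicate inhibition of at least 70% and a set share of replicates each scoring 70 or more; inconclusive = meets just one of the two criteria; inactive = fails both criteria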;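 note: 0% = median of neutral control wells and 100% = median of positive control wells; values of inactives mirror those of a sister screen read the other way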
Target sequence (Q61009 whole entry, looked up): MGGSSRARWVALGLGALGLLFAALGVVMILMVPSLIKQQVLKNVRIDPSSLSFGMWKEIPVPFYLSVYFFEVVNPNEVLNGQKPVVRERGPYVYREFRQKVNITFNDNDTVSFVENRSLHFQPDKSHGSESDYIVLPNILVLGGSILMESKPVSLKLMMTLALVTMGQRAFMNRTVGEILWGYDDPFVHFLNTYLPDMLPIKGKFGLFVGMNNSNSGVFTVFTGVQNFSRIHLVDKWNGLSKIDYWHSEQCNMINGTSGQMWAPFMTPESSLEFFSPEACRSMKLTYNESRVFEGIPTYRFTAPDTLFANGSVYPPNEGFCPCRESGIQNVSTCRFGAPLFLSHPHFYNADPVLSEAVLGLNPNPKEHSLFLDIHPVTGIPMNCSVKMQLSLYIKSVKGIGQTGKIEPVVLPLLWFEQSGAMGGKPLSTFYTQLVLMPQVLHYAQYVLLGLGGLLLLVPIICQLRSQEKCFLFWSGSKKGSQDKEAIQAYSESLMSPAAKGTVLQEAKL
RTF Ca sens inh: cardiac RTF calcium sensitivity inhibitors, primary screen, biochemical, IANBD-TnC fluorescence, EC70 calcium; Troponin I, cardiac muscle (Homo sapiens) + Troponin T, cardiac muscle (Homo sapiens) + …; IANBD-labeled cardiac RTF, Ca2+ fluorescence; inhibition, % at 7.15 µM; hit rate 0.12% among 340,000; AID 493244, 2011;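 active = inhibition above the mean inhibition of all tested compounds plus 3 SD, cut at about 17% in these data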;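 note: assay run at fixed EC70 calcium of 1.6 mM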
* hit, by the source's call; ? = inconclusive; / = not tested or not shown.

Sequence of screens: NSD2 inh | Arrestin-AP2 inh | C-LANA FP | PvdQ inh | PKA-R2B act | SR-BI uptake up | DAGLB inhibitor | RTF Ca sens inh | Keap1 Nrf2 FP | SR-BI HDL uptake
CCC(=NN=C(CC)c1ccccc1O)c1ccccc1O
  -5 | 15 | 6.4 | 3 | -7 | -18 | -12 | 4 | 4 | 18
CCC(CO)Oc1cc(NCc2ccccc2C)c2ncn(C(C)C)c2c1 (stereo not drawn)
  / | 36 | 0.1 | -1 | -14 | 8 | -1 | -17 | -1 | -8
CCOc1cc(C(=O)OCC(=O)NCc2ccco2)cc(OCC)c1OCC
  1 | 4 | -0.6 | -3 | 0 | -29 | -9 | -1 | -1 | 29
O=C(CN1CCCCCC1)OCCN=C1NS(=O)(=O)c2ccccc21
  / | 1 | -0.9 | -11 | -13 | -5 | 1 | -3 | 5 | 5
O=C(Nc1nccs1)C1CCN(S(=O)(=O)c2cccs2)CC1
  -8 | 4 | -1.1 | -8 | -1 | -6 | -1 | 3 | -1 | 6
CC(NC(=O)c1ccc([N+](=O)[O-])cc1Cl)C1CC2CCC1C2 (stereo not drawn)
  3 | 2 | 0.8 | -2 | 5 | 4 | 2 | -3 | -3 | -4
NC(=O)NC(Cc1ccccc1)C(=O)NCCCSc1ccccc1 (stereo not drawn)
  -2 | 20 | -0.6 | 3 | 11 | / | -2 | 4 | -1 | /
Cc1ccc(CNC(=O)Cn2cc(C(F)(F)F)ccc2=O)cc1
  -1 | 22 | -0.7 | -5 | -16 | 7 | -3 | 6 | -3 | -7
Cc1cccc(C)c1N1CCN(S(=O)(=O)c2ccc(F)cc2)CC1
  6 | -2 | 1.3 | -10 | 3 | 42 | -17 | -1 | 0 | -42
Nc1ccc2c(c1Cl)C(=O)c1ccc(N)c(Cl)c1C2=O
  0 | 3 | -0.8 | -1 | 11 | -25 | 7 | 7 | 2 | 25
CSc1ccccc1NC(=O)COc1ccc(S(=O)(=O)N2CCCC2)cc1
  -7 | -14 | -0.3 | -5 | -6 | 12 | -2 | 2 | 1 | -12
O=C1CCC(=O)N1c1ccc(S(=O)(=O)Nc2ccc(Br)cc2)cc1
  6 | 6 | 0.4 | 7 | -9 | 18 | -2 | 2 | 0 | -18
CCOC(=O)c1ccc(NC(=O)CCc2nc(-c3ccc(Cl)cc3)no2)cc1
  -2 | 6 | -0.5 | -7 | 5 | 19 | -9 | -11 | 1 | -19
O=C(O)c1ccccc1SC1CC(=O)N(c2ccc3c(c2)OCO3)C1=O (stereo not drawn)
  -4 | 4 | -1.7 | -15 | -12 | 16 | -2 | -19 | -5 | -16
Nc1cccc(N=[N+]([O-])c2cccc(N)c2)c1
  -4 | 14 | -3.7 | -7 | -7 | -5 | 5 | -1 | 3 | 5
COc1cc(C(=O)COC(=O)Cc2cnc3sccn23)cc(OC)c1OC
  0 | 4 | 0.3 | -5 | -7 | -4 | 0 | 2 | -2 | 4
COc1cc2[nH]c(=O)n(CCC(=O)N3CCN(Cc4ccccc4)CC3)c(=O)c2cc1OC
  -3 | -12 | 0.2 | -8 | -2 | / | 1 | -10 | -4 | /
COc1ccc(C(C(=O)NCc2ccccc2)N(C(=O)c2snc(C(N)=O)c2N)c2ccccc2OC)cc1OC (stereo not drawn)
  0 | 18 | 0.5 | -1 | 7 | / | 3 | -15 | 4 | /
CN1CCN(S(=O)(=O)c2ccc(N3CCN(C(=O)c4ccccc4)CC3)nc2)CC1
  -2 | 6 | 0.9 | -11 | -8 | 1 | -1 | 5 | -2 | -1
N/C(=N\N=C\c1cccc(O)c1)c1nonc1N
  -3 | 21 | 1.4 | -6 | 11 | -18 | -3 | -5 | -2 | 18
C/C(=N\NC(=O)C(O)c1ccccc1)c1ccc(Cl)s1 (stereo not drawn)
  / | -5 | -1.0 | -15 | 5 | 33 | -2 | -8 | -3 | -33
COc1ccc(OC)c(C2=NOC(C(=O)NCc3ccccn3)C2)c1 (stereo not drawn)
  -2 | 2 | 9.3 | 6 | -4 | 3 | 2 | -8 | -3 | -3
COc1cc(NC(=O)CNC(=O)Cn2c(C)cc3ccccc3c2=O)cc(OC)c1OC
  / | -5 | 0.7 | -12 | 3 | 8 | -2 | -4 | -2 | -8
C[C@H](CO)N1C[C@H](C)[C@@H](CN(C)S(=O)(=O)c2cn(C)cn2)Oc2c(NS(=O)(=O)c3ccccc3)cccc2C1=O
  / | -3 | 1.3 | -19 | 0 | -11 | -3 | -2 | -5 | 11
COc1cc(NC(=O)CCC(=O)O)nc(OC)n1
  -3 | 2 | 4.2 | -18 | 10 | 34 | -4 | 2 | 3 | -34
COC(C[C@H](O)[C@@H](C)[C@@H](O)COCc1ccccc1)OC
  / | / | 0.2 | 0 | 2 | 18 | 0 | 7 | -5 | -18
COc1ccc(OCCSc2nc3nc(C)cc(C)n3n2)cc1
  6 | 34 | 0.8 | 3 | 1 | -9 | -1 | 4 | -2 | 9
COc1cc(NC(=O)c2ccc(S(=O)(=O)N(C)c3ccccc3)cc2)cc(OC)c1
  / | 18 | -0.3 | -6 | 10 | / | -2 | -10 | 4 | 42
CC(C)(C)N(Cc1ccccc1)C(=O)COC(=O)C1=NN(c2ccccc2)C(=O)CC1
  -3 | -9 | 0.6 | -12 | -7 | -13 | -1 | -3 | 3 | 13
O=C(NCc1ccc(-c2nc3ccccc3s2)cc1)c1ccc(Br)o1
  -2 | -14 | 2.6 | -11 | 6 | 5 | -2 | 7 | 3 | -5
O=C(CN1C(=O)c2ccccc2S1(=O)=O)NCCc1ccccc1
  / | 25 | 0.0 | 3 | -9 | / | -3 | 3 | -4 | /
COCCCn1c(SC(C)C(=O)Nc2c(C)n(C)n(-c3ccccc3)c2=O)n[nH]c1=O (stereo not drawn)
  -2 | -3 | -0.6 | -16 | -4 | 0 | 4 | -7 | 2 | 0
Cc1nnc(SCc2cc(=O)oc3cc(O)ccc23)n1Cc1ccccc1
  1 | -2 | -0.4 | -8 | -16 | -4 | 0 | -1 | -2 | 4
COc1ccccc1CN1C(=O)[C@H]2Cc3c([nH]c4ccccc34)C(C)(C)N2C1=O
  / | 3 | 2.2 | -8 | -1 | -66 | -2 | 0 | -3 | 66
Cc1[nH]c(C)c(S(=O)(=O)N2CCN(c3cccc(Cl)c3)CC2)c1C(=O)N1CCCCC1
  5 | -5 | -0.7 | -19 | -10 | -5 | 2 | -1 | -2 | 5
Cc1cc(=O)oc2cc(OCC(=O)NC3CCN(Cc4ccccc4)CC3)c(Cl)cc12
  -3 | 33 | 0.9 | -7 | -9 | -12 | 2 | -8 | -1 | 12
CC(C)(CO)N1CCN(C(=S)Nc2ccccc2)CC1
  0 | 11 | -0.3 | -11 | -5 | 11 | 2 | -10 | 0 | -11
CCN(CC)C(=O)CSc1nc2ccccc2c(=O)n1-c1ccccc1OC
  -2 | 6 | -5.9 | 14 | -6 | 25 | -5 | 1 | ? | -25
Cc1ccc(-c2nn(-c3ccccc3)cc2/C=N/NC(=O)c2ccc(Br)o2)cc1
  / | / | -1.3 | -4 | -3 | -23 | 1 | -8 | 6 | 23
O=C(CN(CC1CCCO1)C(=O)CNS(=O)(=O)c1ccc(Cl)cc1)NCC1CCCO1 (stereo not drawn)
  2 | 8 | -1.0 | -11 | -2 | 22 | 0 | -8 | 7 | -22
CC(C)N(c1ccccc1)c1ccc(NC(=S)NCCN(C)C)cc1
  15 | -20 | -1.6 | 4 | 2 | 10 | 3 | -1 | 5 | -10
CCCCOc1ccc(-c2ncc(C(=O)OCC)c(N)n2)cc1
  0 | 4 | -1.0 | -7 | -8 | 10 | -15 | -6 | 4 | -10
CC1=C(C(=O)NC(C)c2ccc3c(c2)OCCO3)C2(CCC(C)CC2)OC1=O (stereo not drawn)
  / | 3 | -0.5 | -6 | -3 | 0 | 1 | -4 | 1 | 0

Part of the list above, reformatted:
compound | NSD2 inh | Arrestin-AP2 inh | C-LANA FP | PvdQ inh | PKA-R2B act | SR-BI uptake up | DAGLB inhibitor | RTF Ca sens inh | Keap1 Nrf2 FP | SR-BI HDL uptake
CC(C)(CO)N1CCN(C(=S)Nc2ccccc2)CC1 | 0 | 11 | -0.3 | -11 | -5 | 11 | 2 | -10 | 0 | -11
CCN(CC)C(=O)CSc1nc2ccccc2c(=O)n1-c1ccccc1OC | -2 | 6 | -5.9 | 14 | -6 | 25 | -5 | 1 | ? | -25
Cc1ccc(-c2nn(-c3ccccc3)cc2/C=N/NC(=O)c2ccc(Br)o2)cc1 | / | / | -1.3 | -4 | -3 | -23 | 1 | -8 | 6 | 23
O=C(CN(CC1CCCO1)C(=O)CNS(=O)(=O)c1ccc(Cl)cc1)NCC1CCCO1 (stereo not drawn) | 2 | 8 | -1.0 | -11 | -2 | 22 | 0 | -8 | 7 | -22
CC(C)N(c1ccccc1)c1ccc(NC(=S)NCCN(C)C)cc1 | 15 | -20 | -1.6 | 4 | 2 | 10 | 3 | -1 | 5 | -10
CCCCOc1ccc(-c2ncc(C(=O)OCC)c(N)n2)cc1 | 0 | 4 | -1.0 | -7 | -8 | 10 | -15 | -6 | 4 | -10
CC1=C(C(=O)NC(C)c2ccc3c(c2)OCCO3)C2(CCC(C)CC2)OC1=O (stereo not drawn) | / | 3 | -0.5 | -6 | -3 | 0 | 1 | -4 | 1 | 0
